# RXFP1 antagonist: RXFP1 (human) relaxin receptor antagonism | Q9HBX9 | HEK293-RXFP1, relaxin-stimulated cAMP HTRF, 30 min; hits give low values | activity change, negative = inhibition, % at 57.5 µM | 350,000 tested, 0.59% active | AID 1259400;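 active = activity change of -60% or lower, but not beyond a set lower limit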
# Target sequence (Q9HBX9 whole entry, looked up): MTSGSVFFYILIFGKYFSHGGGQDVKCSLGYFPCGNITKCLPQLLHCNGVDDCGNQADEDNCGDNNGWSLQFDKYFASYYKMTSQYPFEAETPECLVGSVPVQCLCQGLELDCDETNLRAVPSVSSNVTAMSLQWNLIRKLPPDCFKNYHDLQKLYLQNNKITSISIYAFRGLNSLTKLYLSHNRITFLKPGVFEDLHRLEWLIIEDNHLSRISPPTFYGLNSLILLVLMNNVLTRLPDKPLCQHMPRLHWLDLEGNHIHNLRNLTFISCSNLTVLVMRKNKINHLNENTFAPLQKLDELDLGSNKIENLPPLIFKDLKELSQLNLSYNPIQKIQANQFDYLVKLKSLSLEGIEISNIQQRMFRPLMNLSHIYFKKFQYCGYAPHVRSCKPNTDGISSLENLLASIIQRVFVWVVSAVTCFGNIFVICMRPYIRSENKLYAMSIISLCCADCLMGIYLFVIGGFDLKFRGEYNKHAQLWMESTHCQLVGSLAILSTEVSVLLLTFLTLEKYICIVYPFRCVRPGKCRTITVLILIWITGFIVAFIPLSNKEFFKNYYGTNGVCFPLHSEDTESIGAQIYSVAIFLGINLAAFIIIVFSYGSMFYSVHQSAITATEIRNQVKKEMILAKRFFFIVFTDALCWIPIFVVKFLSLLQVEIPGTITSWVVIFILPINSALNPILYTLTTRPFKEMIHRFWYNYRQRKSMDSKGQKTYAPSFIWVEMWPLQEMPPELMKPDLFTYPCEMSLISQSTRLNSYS
# An asterisk follows results filed as active. % is set by controls: 0 for no effect and ±100 for the full control effect.
No.	RXFP1 antagonist	compound
1	-2	COc1ccccc1C(CNC(=O)c1cccc(S(=O)(=O)N2CCCc3ccccc32)c1)N(C)C (stereo not drawn)
2	-13	COc1ccc(NS(=O)(=O)c2ccc(C(=O)N3CCC(C)CC3)cc2)cc1
3	-6	CC(=O)Nc1cccc(NC(=O)CSc2nnc3ccccn23)c1
4	-7	O=C(c1ccccc1F)N1N=C(C(F)(F)F)CC1(O)c1ccccc1 (stereo not drawn)
5	-3	CCC/C=C/c1ccc(CN2C(CC(C)C)C(=O)N(Cc3cn(CCC4OCCCO4)nn3)CCS2(=O)=O)cc1 (stereo not drawn)
6	-10	COc1ccc(Cl)cc1NC(=O)CN(C)C(=O)C1COc2ccccc2O1 (stereo not drawn)
7	6	CN(CC(=O)Nc1ccc(F)cc1)C(=O)COC(=O)c1nc(Cl)ccc1Cl
8	-6	CC(NC(=O)c1cc2c(=O)n(C)c3ccccc3c2n1C)c1ccc2c(c1)OCCO2 (stereo not drawn)
9	-4	Cc1ccccc1Nc1nc(N)nc(COC(=O)c2ccc3c(c2)OCCO3)n1
10	12	COCC(=O)N(C)C[C@@H]1Oc2cc(-c3ccc(F)cc3)ccc2S(=O)(=O)N([C@H](C)CO)C[C@H]1C
11	-3	O=C(CSc1ccc(Br)cc1)NCC1(N2CCCCC2)CCCCC1
12	-3	O=C(Nc1ccnn1C1CCNCC1)c1ccc2c(c1)OCO2
13	2	Cc1onc(-c2ccccc2)c1-c1nnc(COC(=O)c2ccc(N(C)C)cc2)o1
14	-8	Nc1c(Br)cc(Br)c2c1C(=O)c1c(cccc1S(=O)(=O)O)C2=O
15	3	Cc1onc(-c2ccccc2)c1C(=O)OCC(=O)c1ccc[nH]1
16	13	CC(C)(C)OC(=O)NCCc1onc(-c2ccccc2F)c1C(=O)O
17	5	CC1(C)CC(=O)C=C(c2ccc(-c3cccc4c3sc3ccccc34)cc2)C1=O
18	10	C[C@H]1CN([C@@H](C)CO)S(=O)(=O)c2ccc(C#CC(C)(C)O)cc2O[C@H]1CN(C)Cc1ccccc1
19	-4	NS(=O)(=O)c1ccc(CCNC(=O)c2ccc3nccnc3c2)cc1
20	-8	CN(CC(=O)Nc1ccc(Cl)cc1)CC(=O)N1CCc2ccccc21
21	4	CCC(Oc1ccccc1)C(=O)OCC(=O)Nc1c(C)nn(-c2ccccc2)c1C (stereo not drawn)
22	-4	O=C1c2cccc3cccc(c23)C(=O)C1(O)O
23	-1	O=C1C=CC(=O)N1c1ccccn1
24	-15	O=C(Cc1c(F)cccc1Cl)OCC(=O)N1CCc2ccccc21
25	-7	COC(=O)C(C(=O)OC)C(CC(=O)c1ccc(Br)cc1)c1ccccc1 (stereo not drawn)
26	4	Cc1ccc(NC(=O)COC(=O)Cc2ccccc2)cc1S(=O)(=O)N1CCOCC1
27	2	CCN(CC)C(=O)C1=C(C)N(CCCOC)C(=O)C(CC(=O)NC(c2ccccc2)c2ccccc2)C1 (stereo not drawn)
28	-4	CN(C)c1ccc(NC(=O)c2cc3c(=O)n4ccccc4nc3n2C)cc1
29	0	Cc1ccc(S(=O)(=O)N2C[C@H]3[C@H]4C(=O)N(c5ccccc5)C(=O)[C@H]4C[C@H](OC(=O)NCc4ccccc4)[C@@]3(O)C2)cc1
30	1	CCOC(=O)C1CCN(C(=O)COC(=O)c2c(C)c(CC)nc3ccccc23)CC1
31	3	CCOc1ccc2oc(C(=O)Nc3ccc(C)cn3)c(C)c2c1
32	6	C/C(=N/NC(=O)c1ccc(C(C)(C)C)cc1)c1cccnc1
33	8	COc1ccccc1CC1CC(=O)N(c2ccc([N+](=O)[O-])cc2)C1=O (stereo not drawn)
34	-12	CC(=O)NC(CCc1ccc(Cl)c(Cl)c1)c1cccc(O)c(=O)c1 (stereo not drawn)
35	-8	O=C(COc1ccccc1F)OCC(=O)c1ccc([N+](=O)[O-])cc1
36	0	Cc1ccc(NC(=O)CN2CCN(C(=O)C3CC3)CC2)c(F)c1
37	5	CC(C)c1ccc(NC(=O)COC(=O)[C@@H]2CCCN2C(=O)c2cccs2)cc1
38	0	COc1ccccc1CN1CC(C(=O)N(C)CCc2ccccn2)CCC1=O (stereo not drawn)
39	-9	O=C(COC(=O)c1ccc[nH]c1=O)Nc1ccc(N2CCCCC2)cc1
40	-28	Oc1ccccc1C=NNC(=S)Nc1ccc(F)cc1
41	-6	COc1ccc(CCNC(=O)CSCC(=O)Nc2cc(S(C)(=O)=O)ccc2Cl)cc1
42	4	CCN(CC(=O)NCc1ccc(F)cc1)S(=O)(=O)c1ccc(Cl)s1
43	-5	CC(Oc1cccc(Cl)c1)C(=O)NNC(=O)c1cccnc1 (stereo not drawn)
44	6	CC1=C(C(=O)N2CCOCC2)CC(CC(=O)NCCCCc2ccccc2)C(=O)N1Cc1ccc(C(C)(C)C)cc1 (stereo not drawn)
45	-5	CCN(CC)S(=O)(=O)c1ccc(N=Nc2cc(C)cc(Br)c2O)cc1
46	2	O=C(COC(=O)/C=C/c1ccco1)NCCN1C(=O)CSC1=O
47	6	CCCn1cnc2c(SCc3ccccc3Cl)nc(N)nc21
48	5	COc1ccc(CCNC(=O)CNC(=O)N2CC(=O)Nc3ccccc32)cc1
49	-1	COc1ccccc1CN1CC(C(=O)NCCCCc2ccccn2)CCC1=O (stereo not drawn)
50	1	O=C(COC(=O)c1cccnc1Cl)NC1CCCc2ccccc21 (stereo not drawn)
51	0	CC(=O)c1cccc(S(=O)(=O)Nc2ccccc2N2CCOCC2)c1
52	-5	Cc1cn([C@H]2C[C@H](O)[C@@H](CNC(=O)[C@H](N)Cc3cscn3)O2)c(=O)[nH]c1=O
53	10	COC(=O)C[C@@H]1C[C@H]2c3cc(NS(C)(=O)=O)ccc3O[C@H]2[C@H](CO)O1
54	11	O=C(OCCOc1ccccc1)c1cc(S(=O)(=O)N2CCOCC2)c(Cl)cc1Cl
55	-12	CN1CCN(C2=Nc3ccccc3Sc3ccc(Cl)cc32)CC1
56	10	C1N2CN3CN1CN(C2)C3

# Carrying on:
No.	RXFP1 antagonist	compound
57	-4	Cc1ccc(OCCCCCCN2CCNCC2)c(Br)c1
58	-22	Clc1ccc(Nc2nnc(Cc3ccncc3)c3ccccc23)cc1
59	-3	C[C@@H]1CN([C@H](C)CO)C(=O)CCCn2cc(nn2)CO[C@H]1CN(C)S(=O)(=O)c1ccc2ccccc2c1
60	-1	COc1ccccc1C1NC(=O)NC(C)=C1C(=O)OCC1CCCCC1 (stereo not drawn)
61	-12	CC1=C(C(=O)N2CCOCC2)CC(CC(=O)NCC2CCCCC2)C(=O)N1CCC1=CCCCC1 (stereo not drawn)
62	4	CCN(C(=O)CSc1nnc(COc2ccccc2F)n1N)c1c(N)n(Cc2ccccc2)c(=O)[nH]c1=O
63	-31	CCCC(C(=O)NNC(=O)c1ccncc1)c1ccccc1 (stereo not drawn)
64	4	CC(=O)Nc1ccccc1C(=O)C(=O)Nc1cccc(F)c1
65	-29	O=C1Nc2ccccc2C1(c1ccc(O)cc1)c1ccc(O)cc1
66	-4	Cc1ccc([C@H]2C[C@H](n3cc(-c4ccc(F)cc4)nn3)[C@@H](O)CN2C(=O)C2CCCCC2)cc1
67	6	Nc1ccc2c(c1)C(=O)c1ccccc1-2
68	0	COc1cc(/C=C/C(=O)OCC(=O)NNC(=O)c2cc(Cl)ccc2OC)ccc1O
69	-4	CCC(=Cc1ccccc1OC)c1ccncc1
70	21	CCN1C(=O)[C@H]2[C@@H](c3ccc(C(F)(F)F)cc3)N[C@]3(CCCN(Cc4ccc(C(F)(F)F)cc4)C3=O)[C@H]2C1=O
71	-36	Cc1cc(NC(=O)c2ccc3nccnc3c2)ccc1Br
72	-19	COc1cc(OC)c(NC(=O)c2cc3ccccc3cc2O)cc1Cl
73	-5	N/C(Cc1ccc(Cl)cc1)=N\OC(=O)CCc1ccccc1
74	28	CCOC(=O)Nc1ccc(S(=O)(=O)Nc2onc(C)c2C)cc1
75	-8	CC(=O)N/C(=C/c1ccc2c(c1)OCO2)C(=O)NC(Cc1ccccc1)C(=O)O (stereo not drawn)
76	5	CNc1nc(Cl)nc2c1ncn2-c1ccccc1
77	5	C[C@@H](C(=O)Nc1ccccc1N1CCOCC1)N1C(=O)C2CCCCC2C1=O (stereo partly drawn)
78	-24	CCC1=C(C)CN(C(=O)NCCc2ccc(S(=O)(=O)NC(=O)NC3CCC(C)CC3)cc2)C1=O (stereo not drawn)
79	-23	O=C(c1ccccc1)c1coc(-c2ccccc2)c1
80	7	Cc1ccc2nc(SCC(=O)N3CCCc4ccccc43)nc(=O)n2c1
81	-4	CC(NC(=O)COC(=O)c1ccc(S(=O)(=O)N2CCOCC2)cc1)c1ccccc1 (stereo not drawn)
82	0	COc1ccc(-c2cc(C(F)(F)F)n3nc(C(N)=O)cc3n2)cc1
83	-11	Cc1ccc(-n2c(-c3ccc(Br)cc3)n[nH]c2=S)c(C)c1
84	2	CN(C)S(=O)(=O)c1ccc(SCC(=O)Nc2cccc(S(=O)(=O)N3CCCC3)c2)nc1
85	-14	Cc1ccc(NCC2(N=Cc3ccccc3)OC(CO)C(O)C2O)cc1 (stereo not drawn)
86	-16	CCCOc1ccc(N2C(=O)CC(NCC(=O)OCC)C2=O)cc1 (stereo not drawn)
87	4	Cn1c(=O)c2[nH]c(CSCc3ccccc3)nc2n(C)c1=O
88	-6	Cc1cccc(C(=O)NNC(=O)c2ccc3ccccc3c2)c1
89	0	Cc1ccccc1S(=O)(=O)N(C)C[C@@H]1OCc2cnnn2CCCC(=O)N([C@H](C)CO)C[C@@H]1C
90	-3	COc1ccc(NC(=O)N(C)C[C@H]2OCCCC[C@@H](C)Oc3ccc(N(C)C)cc3C(=O)N([C@H](C)CO)C[C@@H]2C)cc1
91	-24	CCN(CC(=O)Nc1cc(Cl)cc(Cl)c1)CC(=O)NC1CCS(=O)(=O)C1 (stereo not drawn)
92	8	CC(OC(=O)c1ccccc1)C(=O)NCc1ccco1 (stereo not drawn)
93	6	CN(C)c1ccc(C(=O)N2CCN(C(=O)C3CCCO3)CC2)cc1 (stereo not drawn)
94	-2	O=C(O)c1ccc([N+](=O)[O-])nc1
95	-27	COc1cccc(C=NNc2nc3ccccc3s2)c1OC
96	-1	Cc1ccc(NC(=O)Cc2nc(COC(=O)c3c(F)cccc3Cl)cs2)cc1
97	-5	C[C@@H]1CN([C@@H](C)CO)C(=O)CCCn2nncc2CO[C@H]1CN(C)C(=O)Nc1ccc2c(c1)OCO2
98	5	COCCNc1nc2c(c(=O)n(C)c(=O)n2C)n1CCCc1ccccc1
99	-1	Cc1cc(Br)c(NC(=O)CN2C(=O)NC3(CCOc4ccccc43)C2=O)c(Br)c1 (stereo not drawn)
100	-6	C[C@H](CO)N1C[C@H](C)[C@@H](CN(C)C(=O)Nc2ccc(C(C)(C)C)cc2)OCc2cnnn2CCCC1=O
101	3	O=C(O)c1cccc2c1-c1ccc(Cl)cc1C2
102	-1	CC(=O)c1nn(-c2ccc(C)cc2)cc1C(=O)c1cccc(Br)c1
103	-29	CN(C)c1ccc2cc(S(=O)(=O)O)cc(O)c2c1
104	-2	CCN(C(=O)CSc1nnc(Nc2ccc(OC)cc2)s1)C1CCS(=O)(=O)C1 (stereo not drawn)
105	-3	O=C(O)c1cc2cc(S(=O)(=O)O)ccc2cc1O
106	-4	Cn1nccc1C(=O)Nc1cc(Cl)ccc1Cl
107	1	O=C1c2ccccc2C(=O)N1N=Cc1ccc2c(c1)OCO2
108	4	O=C(COC(=O)C1CCN(S(=O)(=O)c2ccc(Cl)c(C(F)(F)F)c2)CC1)NCC1CCCO1 (stereo not drawn)
109	-4	O=C(CCCCCCCC(=O)N1CCCC1)N1CCCC1
110	-5	O=C(Nc1ccc(C(=O)N2CCCC2)cc1)c1cccc(C(F)(F)F)c1
111	-2	CC(C)Cn1cnc2c(SCc3ccccn3)nc(N)nc21
112	-27	O=C(COC(=O)c1c2c(nc3ccccc13)/C(=C\c1ccco1)CC2)NC1CCCC1

# Continuation.
No.	RXFP1 antagonist	compound
113	-1	CCOC(=O)C1=C(COC(=O)COc2ccccc2C=O)NC(=O)NC1C (stereo not drawn)
114	0	C[C@H]1Cn2cnc(C(=O)NCc3ccc(CNC(=O)OC(C)(C)C)cc3)c2C(=O)N1
115	-12	O[C@H]1C[C@H](c2ccc(Cl)cc2)N(Cc2cccs2)C[C@@H]1n1cc(C2CC2)nn1
116	4	COc1ccc(OC)c(-c2nn(-c3ccccc3)cc2C(=O)NC2(C)CCS(=O)(=O)C2)c1 (stereo not drawn)

# Compound activity (PubChem BioAssay)

# Not all compounds are listed; count on the stated rates, not on these rows.
